# Screens as filed in PubChem.
# DAX1 inh-1 – blocks DAX1 repression of SF-1 activated StAR promoter; 370,000 compounds, 1.1% hits; inhibition, % at 6.8 µM; HEK293T StAR-luciferase reporter, SF-1/DAX-1 repression relief; AID 652010;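 active = inhibition above the mean over all tested compounds plus 3 SD, cut at about 3.6% in these data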;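 note: 0% = DAX-1 cells with DMSO and 100% = cells lacking DAX-1 with DMSO; higher inhibition means more luminescence from relief of DAX-1 repression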
# ADAM17 inh – ADAM17 inhibition, QFRET primary screen. recombinant ADAM17, EDANS/DABCYL FRET peptide cleavage. inhibition, % at 6.95 µM. 370,000 compounds, 0.83% hits;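 active = inhibition above the mean of compounds lying between control limits plus 3 SD, set per campaign, cut at about 8.5% in these data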;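 note: 0% = DMSO-only wells as the low control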
# ADAM10 inh – inhibitors of human ADAM10 | O14672 | recombinant ADAM10, EDANS/DABCYL FRET peptide cleavage, 3 h | inhibition, % at 7 µM | 370,000 compounds, 0.62% hits | AID 720582;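 active = inhibition above a per-campaign cutoff equal to the mean of compounds falling between control-based bounds plus 3 SD, cut at about 20% in these data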;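 note: 0% = DMSO wells while the 100% control is not disclosed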
# Target sequence (O14672 214-748 limits assumed): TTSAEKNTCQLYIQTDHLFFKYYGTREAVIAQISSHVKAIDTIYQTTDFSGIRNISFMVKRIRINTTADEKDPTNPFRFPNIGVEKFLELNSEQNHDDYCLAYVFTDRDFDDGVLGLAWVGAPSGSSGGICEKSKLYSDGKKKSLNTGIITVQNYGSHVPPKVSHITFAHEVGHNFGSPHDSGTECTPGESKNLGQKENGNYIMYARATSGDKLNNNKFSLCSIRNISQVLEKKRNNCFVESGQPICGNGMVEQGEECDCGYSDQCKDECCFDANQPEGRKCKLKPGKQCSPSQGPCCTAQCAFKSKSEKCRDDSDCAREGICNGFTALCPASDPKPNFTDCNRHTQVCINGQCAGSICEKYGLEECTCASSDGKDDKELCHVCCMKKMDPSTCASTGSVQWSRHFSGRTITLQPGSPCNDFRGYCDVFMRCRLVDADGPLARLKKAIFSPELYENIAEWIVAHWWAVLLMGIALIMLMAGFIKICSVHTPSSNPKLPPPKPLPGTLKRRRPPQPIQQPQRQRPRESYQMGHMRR
# hgDAF12 agonist – agonists of H. glycines DAF-12 nuclear receptor; HEK293 GAL4-hgDAF12 UAS-luciferase reporter, agonist luminescence; normalized to butyrate control; activation, % at 6.8 µM; 370,000 compounds, 1.8% hits;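 active = activation above a cutoff set at the mean of all screened compounds plus 3 SD, cut at about 10% in these data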;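 note: 0% = DMSO wells and 100% = sodium butyrate wells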
# sPLA2-III inh – Inhibits HGIII-sPLA2 liposome hydrolysis, primary screen. Q9NZ20. QFRET BODIPY PC-A2 liposome hydrolysis, fluorescence. inhibition, % at 12.2 µM. 370,000 compounds, 0.56% hits;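 active = inhibition above mean plus 3 SD of compounds lying within the high and low control bounds, cut at about 19% in these data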;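 note: 0% = median of test compound wells and 100% = no enzyme DMSO wells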
# Target sequence (Q9NZ20 whole entry, looked up): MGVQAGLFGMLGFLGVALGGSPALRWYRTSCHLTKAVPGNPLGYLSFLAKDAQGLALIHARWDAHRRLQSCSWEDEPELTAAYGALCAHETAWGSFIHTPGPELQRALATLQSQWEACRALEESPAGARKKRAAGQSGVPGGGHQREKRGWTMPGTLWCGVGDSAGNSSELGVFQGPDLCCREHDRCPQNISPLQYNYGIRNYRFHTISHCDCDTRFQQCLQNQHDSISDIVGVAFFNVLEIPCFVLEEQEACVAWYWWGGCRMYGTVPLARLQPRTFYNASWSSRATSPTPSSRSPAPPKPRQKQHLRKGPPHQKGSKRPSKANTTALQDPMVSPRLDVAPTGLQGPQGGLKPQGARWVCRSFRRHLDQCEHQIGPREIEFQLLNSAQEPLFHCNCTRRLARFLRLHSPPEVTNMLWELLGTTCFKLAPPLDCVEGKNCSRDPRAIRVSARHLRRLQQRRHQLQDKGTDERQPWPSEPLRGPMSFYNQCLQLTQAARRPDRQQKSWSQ
# hcDAF-12 act – activates DAF-12 receptor from parasite H. contortus | HEK293 hcDAF-12 lit1-tk-luc reporter, luminescence; 0% DMSO, 100% Δ7-dafachronic acid | AID 652067 | activation, % at 6.8 µM | 370,000 compounds, 1.4% hits;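 active = activation above the mean of all tested compounds plus 3 SD, cut at about 5.5% in these data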;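 note: 100% = response to 3 µM Δ7-dafachronic acid high control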
# FXN GAA850 act – increases GAA850 frataxin promoter reporter activity; activation, % at 6 µM; HEK293 lucGAA850 FXN promoter luciferase reporter, 24 h; percent of 10 µM SAHA response; AID 540364; 360,000 compounds, 0.56% hits;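 active = activation above the average of all compounds screened plus 3 SD, cutoff fixed separately per campaign, cut at about 7.5% in these data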;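 note: 0% = DMSO wells and 100% = 10 µM SAHA wells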
# PLC-beta3 inh – blocks human PLC-beta3 enzyme activity; Purified PLC-beta3, fluorogenic substrate, fluorescence; 370,000 compounds, 0.18% hits; Q01970; inhibition, % at 12.2 µM; in the data active = inhibition above about 11%;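 note: 0% = median of compound wells on plate and 100% = full blocker control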
# PLC-gamma1 inh – blocks human PLC-gamma1 enzyme activity | AID 720700 | 370,000 compounds, 0.84% hits | P19174 | inhibition, % at 12.2 µM | purified PLC-gamma1, fluorogenic substrate, fluorescence; in the data active = inhibition above about 9.5%
# ssDAF12 agonist – S. stercoralis DAF-12 activation, primary screen; HEK293 ssDAF-12/GRIP1 lit1-tk-luc reporter, luminescence; % of 3 µM dafachronic acid response; activation, % at 6.8 µM; 370,000 compounds, 1% hits;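 active = activation above the mean over all tested compounds plus 3 SD, cut at about 0.9% in these data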;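 note: 0% = DMSO-only wells and 100% = 3 µM delta7-dafachronic acid wells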
# DAX1 inh-2 – NR0B1 (DAX1) inhibition. P51843. HEK293 Gal4-DAX1 luciferase reporter, luminescence. inhibition, % at 6.75 µM. 340,000 compounds, 0.99% hits. AID 504766;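 active = inhibition above the mean over all tested compounds plus 3 SD, cut at about 4.2% in these data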;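 note: 0% = DAX1-transfected cells with DMSO and 100% = empty-vector control cells with DMSO; inhibition shows as a rise in luminescence from relieved DAX1 repression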
# * = called active by the depositor; i = inactive; · = no result given.
# The line under a structure holds: DAX1 inh-1, ADAM17 inh, ADAM10 inh, hgDAF12 agonist, sPLA2-III inh, hcDAF-12 act, FXN GAA850 act, PLC-beta3 inh, PLC-gamma1 inh, ssDAF12 agonist, DAX1 inh-2
COc1cc2c(cc1OC)C(COc1ccc(F)cc1)N(C(=O)c1ccco1)CC2 (stereo not given)
  0.3, -1, 5, -4.0, -9, -2.7, -0.7, -2, 2, -1.5, 0.0
O=C(Nc1ccccc1)N1CCN(Cc2ccc3c(c2)OCO3)CC1
  -0.2, -2, -9, -0.5, -2, 0.5, 1.8, -13, -3, -0.9, -0.9
O=C1OCCN1C(=O)[C@H]1[C@H](c2ccc(Cl)cc2)C(c2ccc(F)cc2)=NN1c1ccc(Br)cc1
  1.5, -25, -89, 1.6, 9, 0.3, -0.4, -89, -50, -0.2, -1.1
CCc1nc2nc(C)c(NS(=O)(=O)c3ccc(C)c(C)c3)c(=O)n2[nH]1
  0.2, -2, -11, -1.0, 1, -0.6, -2.0, -4, -2, -0.7, 1.2
CC(Oc1ncnc2ccccc12)C(=O)Nc1cccc(S(=O)(=O)N2CCOCC2)c1 (stereo not given)
  0.0, -5, -10, -1.2, 11, -2.7, -3.3, 1, 0, -0.6, -0.6
O=C(Nc1ccccc1C(=O)NCC1CCCO1)c1ccc(Cl)cc1Cl (stereo not given)
  -0.3, 3, 13, -0.4, 0, -1.6, -0.2, 3, 8, -2.1, 0.1
Cc1cccc(Cn2nnc3ccccc32)c1O
  0.0, -3, -13, -2.7, -18, -2.1, 1.0, 4, 8, -1.4, 1.6
O=C(COC(=O)c1ccc(N2CCCC2=O)cc1)c1ccccc1
  0.8, -1, 1, 2.8, 4, 0.6, 1.4, -9, -1, -0.8, 1.1
C=CCSc1nc2sc3c(c2c(=O)[nH]1)CC(C)(CC)OC3 (stereo not given)
  -0.1, -6, -8, -1.9, -6, -0.9, -0.9, 4, 3, -1.7, -1.0
CCC(C(=O)Nc1ccsc1C(=O)OC)c1ccccc1 (stereo not given)
  -1.5, 6, 9, -1.7, -1, -1.1, 0.2, 8, 1, -1.9, 0.2
COc1ccccc1N1CCN(CC(=O)c2c(C)[nH]c3ccccc23)CC1
  0.5, 1, 1, 0.5, 9, 2.2, -1.9, -5, 0, -1.0, -1.0
O=S(=O)(NCCN1CCOCC1)c1ccc(Cl)c(Cl)c1
  -0.1, 3, -1, -0.8, 2, -0.5, 3.1, -3, 2, -1.1, 0.3
COc1cc(CN2CCN(Cc3c[nH]c4ccccc34)CC2CCO)cc(OC)c1 (stereo not given)
  -0.3, 1, -3, 3.6, -46, 3.6, -2.4, -5, 2, 0.1, 1.3
C[C@@H]1CNC(=O)c2c(C(=O)N[C@H](C)c3ccccc3)ncn21
  0.4, -1, -11, 3.5, 2, -1.0, 0.2, -1, 0, -0.6, 0.3
CC1CCN(S(=O)(=O)c2ccc3c(c2)N(C)C(=O)CC(=O)N3C)CC1
  0.8, 1, -8, -1.6, -2, 1.1, 0.1, 1, 1, -0.8, 3.7
CC1CCCCN1C(=O)Cn1c(=O)oc2cc(S(=O)(=O)N3CCCCC3)ccc21 (stereo not given)
  0.5, 0, 6, -0.1, 4, -0.4, 0.3, -2, 3, -0.9, -0.8
Cc1cc(OC(C)C(=O)N2CCN(c3ccc(F)cc3)CC2)c2c(C)cc(=O)oc2c1 (stereo not given)
  -0.1, -3, -4, 0.6, 2, -2.0, 2.0, -7, -2, -0.3, 0.5
CCOc1cc(/C=N/NC(=O)c2ccncc2)cc(Br)c1O
  -0.6, -3, -10, -1.7, 1, -1.4, 1.0, 1, 0, -1.0, -0.1
CCn1c2ccccc2c2cc(NC(=O)CSc3nnc(-c4ccc(OC)c(OC)c4)n3N)ccc21
  0.8, -7, 2, 1.1, 2, -0.1, 2.4, 0, -3, -1.5, -1.2
C#CCOCCOCCOCCNc1nc(N2CCN(C(=O)[C@H]([C@@H](C)O)n3cc(CCCCN)nn3)CC2)nc(N2CCN(C(=O)[C@H]([C@@H](C)CC)n3cc(CCCN=C(N)N)nn3)CC2)n1
  -0.3, -4, -15, 0.0, -4, -0.9, 0.5, 4, 4, -1.3, -0.8

# Next records
SMILES,DAX1 inh-1,ADAM17 inh,ADAM10 inh,hgDAF12 agonist,sPLA2-III inh,hcDAF-12 act,FXN GAA850 act,PLC-beta3 inh,PLC-gamma1 inh,ssDAF12 agonist,DAX1 inh-2
CC1(C)C(=O)OC(c2cccs2)C(C)(C)C1=O (stereo not given),-0.8,-3,-4,0.9,-3,0.7,-0.1,1,2,-0.8,-0.3
CCn1c(=N)c(C(=O)NC)cc2c(=O)n3cccc(C)c3nc21,-0.9,i,i,-1.6,10,1.4,0.6,i,i,-0.2,-1.3
CC(CCc1ccccc1)NC(=O)CCNS(=O)(=O)c1ccccc1C(F)(F)F (stereo not given),-0.1,-5,-4,-1.8,-10,-0.9,-1.2,-3,-3,-1.3,2.0
O=C(Cc1cccc(Cl)c1)Nc1ccc(Br)cc1,-0.9,2,11,0.6,-7,-1.0,1.0,-3,2,-2.3,1.5
CCOC(=O)CN1CC23C=CC(O2)C(C(=O)NCc2cccs2)C3C1=O (stereo not given),-0.2,-3,-4,-2.7,5,1.8,0.8,3,-3,-1.2,-0.5
Cc1cccc(NC(=O)c2ccccc2NC(=O)Cc2ccccc2)c1C,0.6,-4,0,-0.5,0,0.9,2.9,3,1,-0.6,0.1
CCOC(=O)Cn1c(C(F)(F)F)nc2nc(Cl)c(Cl)nc21,0.6,-394,i,2.3,11,-1.6,2.1,-312,-227,-0.2,2.0
CC(=O)CCC1C2C(O)C(C(C)C)C(OC(=O)/C=C/c3ccccc3)CC12C (stereo not given),-1.1,2,-6,-3.2,-11,-1.8,-1.6,2,-3,-1.6,-0.9
CC1(C)CC(OC(=O)c2ccco2)CC(C)(C)N1O,-0.4,-7,-3,1.0,-3,1.0,1.5,-4,0,-1.5,1.3
Cc1ccc(C(=O)N(CCN2CCCCC2)CC2CCCN(C3CCCC3)C2)s1 (stereo not given),4.4*,-4,-8,7.4,5,2.8,3.8,-7,1,-0.2,0.3
CCCCC(=O)N(C)c1c(CC)nc2c(OCCOc3ccc(F)cc3)cccn12,-0.7,-5,-11,-4.7,3,-2.4,0.8,-5,-2,-1.9,·
COCCNC(=O)c1ccc(N2CC3CC(C2)c2cccc(=O)n2C3)c(NC(=O)c2ccc(Br)o2)c1 (stereo not given),-0.4,-6,-4,3.0,5,0.5,1.4,-6,-2,-0.9,0.3
C[C@H](NC(=O)c1nc[nH]c1C(=O)NCC(=O)OCc1ccccc1)C(=O)OCc1ccccc1,-0.1,6,12,0.1,-23,-2.1,-0.8,3,2,-1.5,0.3
CCOC(=O)N/N=C/c1c(F)c(F)c(F)c(F)c1F,-0.2,3,13,-3.0,-1,-1.4,1.1,6,4,-0.7,-0.1
Nc1ncnc2c1ncn2[C@@H]1O[C@H](CNS(=O)(=O)c2ccc(-c3ccno3)s2)[C@@H](O)[C@H]1O,-1.2,-1,-3,5.8,-1,0.1,1.2,3,0,-1.1,-0.2

# Ordered by count of non-hydrogen atoms (falling): 3 of the compounds above
SMILES,DAX1 inh-1,ADAM17 inh,ADAM10 inh,hgDAF12 agonist,sPLA2-III inh,hcDAF-12 act,FXN GAA850 act,PLC-beta3 inh,PLC-gamma1 inh,ssDAF12 agonist,DAX1 inh-2
COCCNC(=O)c1ccc(N2CC3CC(C2)c2cccc(=O)n2C3)c(NC(=O)c2ccc(Br)o2)c1 (stereo not given),-0.4,-6,-4,3.0,5,0.5,1.4,-6,-2,-0.9,0.3
CC(=O)CCC1C2C(O)C(C(C)C)C(OC(=O)/C=C/c3ccccc3)CC12C (stereo not given),-1.1,2,-6,-3.2,-11,-1.8,-1.6,2,-3,-1.6,-0.9
CCOC(=O)CN1CC23C=CC(O2)C(C(=O)NCc2cccs2)C3C1=O (stereo not given),-0.2,-3,-4,-2.7,5,1.8,0.8,3,-3,-1.2,-0.5

# Other results.
SMILES,DAX1 inh-1,ADAM17 inh,ADAM10 inh,hgDAF12 agonist,sPLA2-III inh,hcDAF-12 act,FXN GAA850 act,PLC-beta3 inh,PLC-gamma1 inh,ssDAF12 agonist,DAX1 inh-2
S=c1[nH]c(-c2ccccc2)cn1/N=C/c1cccc2ccccc12,-1.3,-8,-20,0.7,-1,2.7,-0.8,-55,-35,-1.1,0.4
O=C(c1ccccc1)N1CCN(CC#CC2(O)CCCCC2)CC1,-0.2,2,1,-2.1,-3,-2.1,-1.1,0,3,-1.2,-0.8
CCN(CC)CCNc1cc(C)nc2c1C(=O)C(=O)C=C2N1CCCCC1,-0.5,-5,-4,-4.1,-2,0.1,-4.6,-16,-2,-0.6,-0.9
O=C(c1cccs1)N1CCN(c2cc(Cl)ccc2Cl)CC1,-0.6,-1,3,-0.2,-3,-2.5,0.0,-5,1,-1.2,3.0
Cc1ccc(C(=O)N2CCN(C(=O)c3ccccc3)C2c2ccc(N(C)C)cc2)cc1 (stereo not given),-0.5,-3,-5,0.6,-2,-2.4,-0.6,2,-3,-1.6,0.6
O=C(C1CCN(S(=O)(=O)c2cccs2)CC1)N1CCCCC1,0.4,-1,1,0.2,2,0.2,1.2,-5,0,-0.9,0.8
Cc1cccc(OCC(=O)Nc2ccncc2)c1,-0.6,0,-5,-2.2,-4,-1.5,0.0,-6,0,-0.9,0.0
COC(=O)c1c(NC(=O)Cc2cccs2)sc(C(=O)NC2CCCCC2)c1C,0.4,-4,-2,0.9,6,1.8,1.9,-1,1,-1.0,-0.5
O=C(CSc1nc2ccccc2[nH]1)N1c2ccccc2Sc2ccccc21,-1.2,12*,10,-2.2,1,-2.4,-1.4,2,2,-1.9,-0.4
COc1cc([N+](=O)[O-])ccc1NC(=O)CCS(=O)(=O)c1ccc2c(c1)n(C)c(=O)c(=O)n2C,-0.2,1,6,1.8,2,-0.1,-0.7,-4,2,-1.1,0.0
O=S1(=O)CC(N2CCN(CCO)CC2)CN1C1CCCC1 (stereo not given),0.1,3,-6,-0.5,9,1.2,·,7,5,-1.2,·
CC(O)(C(=O)c1ccccc1)c1ccccc1 (stereo not given),1.5,-4,-8,0.2,8,-0.3,·,-5,0,-0.9,·
O=C(/C=C/c1cccs1)N1CCOCC1,-0.3,1,5,0.1,-3,-2.2,2.3,2,4,-0.9,1.1
COc1ccc(-c2csc(-n3ncc(-c4ccccn4)c3N)n2)cc1,-0.2,4,5,-2.7,-1,-1.3,0.2,2,2,-1.5,0.6
CCOC1=C2CN(S(=O)(=O)c3ccc(C)cc3)[C@H](c3ccc(CC)cc3)C[C@@H]2N(S(=O)(=O)c2ccc(C)cc2)[C@H](c2ccccc2)C1,-0.4,1,-1,1.7,7,-0.4,·,4,2,-0.6,·
